A350 fluor: qHTS Assay for Spectroscopic Profiling in A350 Spectral Region; Compound autofluorescence, 340/450 nm, Alexa 350 dye-equivalents; active compounds read high; max dye-equivalent concentration, M; hit rate 11% among 59,000; AID 590, 2007; in the data active = max dye-equivalent concentration above about 10 nM; inconclusive = mostly about 1.1 nM to 9.6 nM
Rhodamine autofl: qHTS Assay for Spectroscopic Profiling in Rhodamine Spectral Region; Rhodamine-region fluorescence, 547/598 nm, Tris buffer; active compounds read high; hit rate 0.05% among 59,000; AID 594, 2007; max dye-equivalent concentration, M; in the data active = max dye-equivalent concentration above about 11 nM; inconclusive = between about 1.1 nM and that limit
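Steps: pin-transfer compounds into pH 8.0 Tris (100 mM), hold 15 min at room temperature, image with a 547/598 nm filter pair, and convert intensities to rhodamine-equivalent concentration using a six-point on-plate rhodamine series.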
BRCT PPI green: qHTS Assay for Inhibitors of BRCT-Phosphoprotein Interaction (Green Fluorophore). Breast cancer type 1 susceptibility protein (Homo sapiens), P38398. BRCA1 BRCT-phosphopeptide binding, green fluorescence polarization. Potency, µM (titrated, usually from 76.9 µM), for the others: at the highest dose activity change, negative = inhibition, most hits filed as inhibitors. hit rate 0.05% among 75,000. AID 875, 2007;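 also: potency is read from the fitted curve at half-maximal effect; plate controls were peptide without protein for full effect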
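Fluorescence polarization: His-tagged BRCT (~35 kDa BRCA1 C-terminus, 250 nM) bound to 100 nM fluorescein-labeled phosphorylated 10-aa BACH1 peptide, pH 7.3 phosphate buffer with DTT and Tween 20. Compounds incubated 12 min at room temperature; inhibition read as lowered polarization.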
4MU fluor: qHTS Assay for Spectroscopic Profiling in 4-MU Spectral Region | hit rate 11% among 59,000 | compound autofluorescence, 340/450 nm, 4-MU equivalents; active compounds read high | max dye-equivalent concentration, M; in the data active = max dye-equivalent concentration above about 10 nM; inconclusive = mostly about 1.1 nM to 9.6 nM
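Compounds in 100 mM Tris, pH 8.0, incubated 15 min at room temperature, then fluorescence read at 340 nm excitation/450 nm emission. Signal converted to 4-MU dye-equivalent concentration using an on-plate six-point 4-MU standard curve.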
Fluorescein autfl: qHTS Assay for Spectroscopic Profiling in Fluorescein Spectral Region. Compound autofluorescence, 480/540 nm, fluorescein-equivalent; active compounds read high. max fluorescein-equivalent concentration, M. hit rate 0.91% among 59,000. AID 593, 2007; in the data active = max fluorescein-equivalent concentration above about 10 nM; inconclusive = between about 1.1 nM and that limit
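Spectral profiling of library compounds in the fluorescein window (480 nm excitation, 540 nm emission) after 15 min at room temperature in pH 8.0 Tris (100 mM). Values are dye-equivalent concentrations.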
HEK293 cAMP cs: qHTS Assay for Agonists of the Thyroid Stimulating Hormone Receptor: Activators of Intracellular cAMP Concentrations in Parental HEK 293 | Potency, µM (series often up to 57.1 µM), for inactives: top-dose activation, hits mostly activators | parental HEK293 CNG cAMP sensor, membrane potential fluorescence | AID 938, 2007 | hit rate 2.5% among 73,000; also: potency is read from the fitted curve at half-maximal effect; % of control where 0% means no effect; nearly all actives have a fitted effect of over 55% in size
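Parental HEK 293 cells stably expressing a cAMP-gated CNG channel were loaded with membrane potential dye containing 100 uM RO 20-1724 for 60 min. Compound added for 30 min; depolarization read as fluorescence intensity at 590 nm.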
USP2a inh: qHTS Assay for Inhibitors of Ubiquitin-specific Protease USP2a | Ubiquitin carboxyl-terminal hydrolase 2 (Homo sapiens), O75604 | USP2a enzymatic assay, qHTS inhibition | Potency, µM (top dose mostly 38.3 µM), without a hit: top-dose activity change, negative = inhibition, most hits filed as inhibitors | hit rate 0.1% among 60,000 | AID 927, 2007;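 also: potency is read from the fitted curve at half-maximal effect; nearly all actives have a fitted effect of over 60% in size; plate controls were DMSO for no effect and NEM full inhibition control for full effect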
Target sequence (O75604 whole entry, looked up): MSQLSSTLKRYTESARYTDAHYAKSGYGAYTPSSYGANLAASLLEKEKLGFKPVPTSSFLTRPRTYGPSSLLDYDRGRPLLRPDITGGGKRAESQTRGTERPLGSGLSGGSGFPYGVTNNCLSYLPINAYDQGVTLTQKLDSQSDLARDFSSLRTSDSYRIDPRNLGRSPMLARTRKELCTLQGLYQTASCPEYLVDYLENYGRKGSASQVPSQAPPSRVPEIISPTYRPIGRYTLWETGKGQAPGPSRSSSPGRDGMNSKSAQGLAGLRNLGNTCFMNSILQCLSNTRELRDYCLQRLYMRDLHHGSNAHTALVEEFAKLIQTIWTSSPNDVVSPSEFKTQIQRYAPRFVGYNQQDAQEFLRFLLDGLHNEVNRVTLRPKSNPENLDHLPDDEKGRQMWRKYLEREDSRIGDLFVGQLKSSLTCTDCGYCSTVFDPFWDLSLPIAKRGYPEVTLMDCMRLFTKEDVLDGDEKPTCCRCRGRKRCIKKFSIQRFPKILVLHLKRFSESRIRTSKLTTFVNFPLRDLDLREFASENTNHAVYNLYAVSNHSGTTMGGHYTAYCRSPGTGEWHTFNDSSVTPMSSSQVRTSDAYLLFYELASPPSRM
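USP2 core (20 nM final) was preincubated with compound for 30 min at RT in 20 mM Tris-HCl pH 8.0, 2 mM CaCl2, 2 mM beta-mercaptoethanol; Ub-PLA2 (20 nM) plus NBD C6-HPC (20 uM) then added, fluorescence read after 2.5 h.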
Caspase-1 inhib: qHTS Assay for Allosteric/Competitive Inhibitors of Caspase-1; P29466; Caspase-1 enzyme, Ac-WEHD-AFC fluorogenic rate; Potency, µM (highest dose often 57.5 µM), for inactives: at the top dose activity change, negative = inhibition, actives largely listed as inhibitors; hit rate 0.03% among 75,000; AID 900, 2007;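 also: potency is read from the fitted curve at half-maximal effect; plate controls were vehicle for no effect and no substrate for full effect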
BRCT PPI red: qHTS Assay for Inhibitors of BRCT-Phosphoprotein Interaction (Red Fluorophore); hit rate 0.03% among 75,000; AID 892, 2007; BRCT-phosphopeptide binding, red fluorescence polarization; Potency, µM (doses to about 76.9 µM), inactives show at the highest dose activity change, negative = inhibition, usual class: inhibitors; also: % is scaled to controls: 0 for no effect and ±100 for the full control effect
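Fluorescence polarization: 100 nM His-tagged BRCA1 BRCT with 100 nM TAMRA-labelled phospho-BACH1 decapeptide, phosphate buffer pH 7.3 with 150 mM NaCl, DTT, 0.01% Tween 20; 12 min RT. Binding inhibition seen as FP decrease.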
TexasRed autofl: qHTS Assay for Spectroscopic Profiling in Texas Red Spectral Region; max dye-equivalent concentration, M; hit rate 0.06% among 59,000; Compound fluorescence, Texas Red channel, 547/618 nm; active compounds read high; in the data active = max dye-equivalent concentration above about 10 nM; inconclusive = between about 1.1 nM and that limit
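Compound fluorescence was read after 15 min at room temperature in 100 mM Tris, pH 8.0, using 547 nm excitation and 618 nm emission across a concentration series. It was expressed as Texas Red dye-equivalent concentration from an on-plate standard curve.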
Casp7 inh: qHTS Assay for Allosteric/Competitive Inhibitors of Caspase-7 | recombinant caspase-7, Ac-DEVD-AFC fluorescence rate | Potency, µM (doses to about 57.5 µM), without a hit: top-dose activity change, negative = inhibition, actives largely listed as inhibitors | hit rate 0.02% among 75,000 | AID 889, 2007; active = well fitted inhibition curve with a large enough effect in the main read-out, with a control signal flat, not every such curve was filed as active; inconclusive = small, poorly fitted or top-dose-only effect, or a change in a side signal; also: potency is read from the fitted curve at half-maximal effect; % of control where 0% means no effect
Numbers without * were called inactive; i = inactive; ? = inconclusive; · = not tested or not shown; [ ] = remark or other dose. Unless noted, calls follow the shape of the dose curve; as a rule, active = well fitted curve in the direction sought with a large enough effect; inconclusive = small, poorly fitted or top-dose-only effect, or another doubt; inactive = no such curve, though single readings can be large; an effect the other way counts as inactive or inconclusive. Not all compounds are listed; the hit share may differ from the screen's.

SMILES	A350 fluor	Rhodamine autofl	BRCT PPI green	4MU fluor	Fluorescein autfl	HEK293 cAMP cs	USP2a inh	Caspase-1 inhib	BRCT PPI red	TexasRed autofl	Casp7 inh
CCOC(=O)N1CCN(S(=O)(=O)Cc2ccccc2)CC1	i	i	-1.5%	i	i	?	-2%	0%	-0.1%	i	4%
Cc1cc(C)n(C(C)n2nc(C)cc2C)n1	i	i	-4.3%	i	i	1%	1%	3%	-0.5%	i	0%
CCc1nn(CC(=O)N2CCN(Cc3ccc4c(c3)OCO4)CC2)c(=O)c2cc3occc3n12	i	i	0.9%	i	i	9%	20%	-2%	-0.3%	i	4%
CS(=O)(=O)N(Cc1ccco1)CC(O)Cn1c2ccccc2c2ccccc21 (stereo unspecified)	·	·	-1.4%	·	·	12%	9%	-4%	-0.1%	·	-1%
Cc1ccc(N2C(=O)c3n[nH]c(C)c3C2c2ccccn2)cc1 (stereo unspecified)	i	i	0.2%	i	?	10%	-5%	0%	0.1%	i	0%
CCn1c(=O)cc(OCC(=O)O)c2ccccc21	i	i	-1.3%	i	i	1%	-2%	1%	-1.5%	?	4%
CC(=O)c1cccc(NC(=O)Nc2ccc(C(=O)N3CCOCC3)cc2)c1	?	i	0.1%	i	i	-6%	11%	-1%	-0.7%	i	-1%
O=C(NC1CCS(=O)(=O)C1)c1cnccn1 (stereo unspecified)	i	i	-1.0%	i	i	7%	4%	-1%	0.0%	i	0%
O=C(c1ccco1)N1CCC2(CCN(Cc3ccccc3)CC2)CC1	i	i	-4.2%	i	?	10%	12%	-1%	0.8%	i	0%
FC(F)(F)c1nnc2ccc(N3CCOCC3)nn12	?	i	-0.7%	i	?	8%	-3%	1%	0.8%	i	-1%
CCNc1nc(NCC)n2c(SCc3nc4ccccc4c(=O)[nH]3)nnc2n1	?	i	5.0%	i	?	1%	6%	-1%	0.0%	i	5%
CCOC(=O)N1CCN(Cc2nc(-c3ccc(OC)cc3)no2)CC1	i	i	-2.5%	i	i	4%	7%	-1%	-0.6%	i	3%
COc1ccc(OC)c(S(=O)(=O)Nc2ccc3oc4c(c3c2)C(=O)CCC4)c1	i	i	0.1%	i	?	?	265%[activator]	-5%	-1.3%	i	-4%
Cc1cc(C)nc(SCc2nc(N)nc(-c3ccccc3O)n2)n1	i	i	-2.0%	i	?	6%	37%[activator]	-3%	-0.1%	i	-3%
O=C(O)c1ccccc1NCc1ccncc1	2.4e-08M*	i	-0.8%	1.8e-08M*	i	11%	13%	-3%	1.0%	i	4%
COc1ccc(S(=O)(=O)N2CCN(c3ncnc4c(-c5ccccc5)nsc34)CC2)cc1	1.2e-07M*	i	-4.2%	8.8e-08M*	?	6%	19%	0%	0.3%	i	-1%
COc1cccc(NC(=O)c2nc3ncccn3n2)c1	i	i	-0.2%	i	i	0%	-9%	-1%	0.6%	i	-1%
Cc1ccccc1C(=O)c1cccn1CC(=O)NCc1ccco1	i	i	-1.9%	i	i	?	6%	0%	0.7%	?	-3%
CCOC(=O)c1c(C)oc(/N=C/c2ccccc2O)c1C#N	i	i	-3.1%	i	i	1%	2%	-2%	-2.1%	i	-2%
COc1ccc(Cl)cc1S(=O)(=O)N1CCN(C(=O)c2ccco2)CC1	?	i	-2.7%	?	i	8%	4%	-4%	-1.8%	i	-2%
COc1cccc(-c2nnc3n2N=C(C(C)(C)C)CS3)c1	·	·	1.4%	·	·	-6%	·	-1%	-1.7%	·	1%
CC12CCC3C(CC3(C)C)C(C)(CCC1=O)O2 (stereo unspecified)	·	·	0.2%	·	·	·	13%	-3%	1.1%	·	1%
Cc1ccc(C2C(=O)N(C3CCCC3)CC(=O)N2CC2COc3ccccc3O2)cc1 (stereo unspecified)	i	i	-0.6%	i	?	24%	12%	2%	-0.1%	?	0%
CCc1ccc(NC(=O)NCCN2CCc3ccccc3C2)cc1	i	i	-1.3%	i	?	28%	12%	1%	-0.9%	i	2%

Quoted from the listing.
COc1ccc(OC)c(S(=O)(=O)Nc2ccc3oc4c(c3c2)C(=O)CCC4)c1 @ Casp7 inh: -4%
COc1cccc(NC(=O)c2nc3ncccn3n2)c1 @ Casp7 inh: -1%

In another format: entries from further up.
CC(=O)c1cccc(NC(=O)Nc2ccc(C(=O)N3CCOCC3)cc2)c1
  A350 fluor = ?
  Rhodamine autofl = i
  BRCT PPI green = 0.1%
  4MU fluor = i
  Fluorescein autfl = i
  HEK293 cAMP cs = -6%
  USP2a inh = 11%
  Caspase-1 inhib = -1%
  BRCT PPI red = -0.7%
  TexasRed autofl = i
  Casp7 inh = -1%

O=C(NC1CCS(=O)(=O)C1)c1cnccn1 (stereo unspecified)
  A350 fluor = i
  Rhodamine autofl = i
  BRCT PPI green = -1.0%
  4MU fluor = i
  Fluorescein autfl = i
  HEK293 cAMP cs = 7%
  USP2a inh = 4%
  Caspase-1 inhib = -1%
  BRCT PPI red = 0.0%
  TexasRed autofl = i
  Casp7 inh = 0%

O=C(c1ccco1)N1CCC2(CCN(Cc3ccccc3)CC2)CC1
  A350 fluor = i
  Rhodamine autofl = i
  BRCT PPI green = -4.2%
  4MU fluor = i
  Fluorescein autfl = ?
  HEK293 cAMP cs = 10%
  USP2a inh = 12%
  Caspase-1 inhib = -1%
  BRCT PPI red = 0.8%
  TexasRed autofl = i
  Casp7 inh = 0%

FC(F)(F)c1nnc2ccc(N3CCOCC3)nn12
  A350 fluor = ?
  Rhodamine autofl = i
  BRCT PPI green = -0.7%
  4MU fluor = i
  Fluorescein autfl = ?
  HEK293 cAMP cs = 8%
  USP2a inh = -3%
  Caspase-1 inhib = 1%
  BRCT PPI red = 0.8%
  TexasRed autofl = i
  Casp7 inh = -1%
